Assay outcomes (PubChem)
M18AAP inhibitor = PfM18AAP enzyme inhibition; hit rate 1.2% among 290,000; inhibition, % at 7.35 µM; recombinant PfM18AAP, H-Glu-NHMec fluorogenic cleavage; AID 1822;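 active means inhibition above the campaign mean inhibition over all tested compounds plus 3 SD, cut at about 28% in these data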;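 further: 0% = plate median of test compound wells and 100% = 2 mM ZnCl2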
UBC9 SUMO inh = SUMOylation inhibition; P63279; HTRF SUMOylation assay, SAE1/SAE2 + UBC9, in vitro; inhibition, % at 35 µM; hit rate 0.36% among 290,000; AID 2006; in the data active means inhibition above about 50%, passing the limit was not always enough; further: strong numbers were not always called active
MEKK2wt PB1 HTS = raises or lowers MEK5 binding to wildtype human MEKK2 PB1 domain; binding response (% of control), % at 10 µM; bead flow cytometry, Alexa488-MEK5 binding to MEKK2 WT; actives lie on both sides; AID 1531; hit rate 1.1% among 290,000; Q9Y2U5; in the data active means binding response below about 67% or above about 130%
NALP1 yeast inh = blocks the NALP1 inflammasome reconstituted in yeast; hit rate 0.61% among 280,000; AID 2071; inhibition, % at 10 µM; S. cerevisiae NALP1/ASC/caspase-1 growth, X-gal OD620, 72 h; in the data active means inhibition mostly above about 24%, no sharp cut-off; inactive means mostly below about 32%; further: some compounds called inactive have numbers as strong as hits
IDE cell activ = activators of human insulin-degrading enzyme in cells. AID 493087. P14735. HEK cells, FAbeta-B cleavage, fluorescence polarization; 0% vehicle, 100% cell-free pure enzyme wells. hit rate 0.073% among 340,000. activation, % at 5.96 µM;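 active means activation above the mean of all tested compounds plus 3 SD, set per screening campaign, cut at about 17% in these data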
Target sequence (P14735 whole entry, looked up): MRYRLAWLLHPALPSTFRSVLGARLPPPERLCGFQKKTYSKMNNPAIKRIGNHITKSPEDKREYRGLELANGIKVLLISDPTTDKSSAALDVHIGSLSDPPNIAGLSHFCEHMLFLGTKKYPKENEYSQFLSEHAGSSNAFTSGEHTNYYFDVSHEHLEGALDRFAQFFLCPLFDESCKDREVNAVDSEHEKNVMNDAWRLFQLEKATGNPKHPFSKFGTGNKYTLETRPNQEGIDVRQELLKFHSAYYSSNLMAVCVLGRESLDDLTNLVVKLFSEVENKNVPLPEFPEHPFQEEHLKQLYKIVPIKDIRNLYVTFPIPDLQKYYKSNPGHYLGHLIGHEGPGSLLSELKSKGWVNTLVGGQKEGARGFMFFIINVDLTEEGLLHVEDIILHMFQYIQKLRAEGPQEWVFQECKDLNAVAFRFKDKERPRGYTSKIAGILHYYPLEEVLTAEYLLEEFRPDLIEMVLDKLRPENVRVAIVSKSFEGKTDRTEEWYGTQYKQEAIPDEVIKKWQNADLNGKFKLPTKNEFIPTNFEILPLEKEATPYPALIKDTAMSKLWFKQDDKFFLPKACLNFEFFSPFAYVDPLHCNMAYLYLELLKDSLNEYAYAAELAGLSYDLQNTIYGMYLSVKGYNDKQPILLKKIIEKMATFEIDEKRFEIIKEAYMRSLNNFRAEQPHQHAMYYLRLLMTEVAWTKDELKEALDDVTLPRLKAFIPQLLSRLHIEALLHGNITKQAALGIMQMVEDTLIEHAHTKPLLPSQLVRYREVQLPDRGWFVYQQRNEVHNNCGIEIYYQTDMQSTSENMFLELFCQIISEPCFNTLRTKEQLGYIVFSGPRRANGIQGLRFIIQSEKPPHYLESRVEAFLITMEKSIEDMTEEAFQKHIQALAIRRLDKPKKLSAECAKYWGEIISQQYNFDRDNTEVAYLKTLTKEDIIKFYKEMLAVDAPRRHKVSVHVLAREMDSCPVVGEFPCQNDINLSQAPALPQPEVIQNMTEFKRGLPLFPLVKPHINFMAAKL
IDE cell inh = inhibits human insulin-degrading enzyme in HEK cells | P14735 | AID 434962 | FAbetaB cleavage, fluorescence polarization | hit rate 0.41% among 320,000 | inhibition, % at 5.59 µM;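 active means percent inhibition above the average of all tested compounds plus 3 SD, set per screening campaign, cut at about 16% in these data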;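 further: IDE supplied by intact live HEK cells; FP after avidin binding of uncleaved biotin substrate so inhibition keeps polarization high; 0% = DMSO wells and 100% = 60 µM reference IDE inhibitor Ii1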
MEKK2mut PB1 HTS = signal of MEK5 binding to mutant human MEKK2 PB1 domain. bead flow cytometry, Alexa488-MEK5 binding to MEKK2 mutant. AID 1530. hit rate 0.35% among 290,000. percent response, % at 10 µM; in the data active means percent response above about 24%, passing the limit was not always enough; further: inactives centre near 1; some results filed as inactive read as strong as hits; reference of the scale not given here
pCIP destab = lowers stability of the mouse p/CIP coactivator protein. F442A p/CIP-EGFP cells, EGFP fluorescence, 16 h. decrease of EGFP signal, % at 10 µM. hit rate 0.01% among 290,000. AID 1984;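 active means EGFP signal decrease of at least 30% at 10 µM or well 3 SD below plate mean, unless failing retest; inactive means the rest, including hits failing retest or dose response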; further: some compounds called inactive have numbers as strong as hits; many of its hits are not listed in these tables
MEKK3 PB1 HTS = modulators (inhibitors or enhancers) of MEK5 binding to human MEKK3 PB1 domain; bead-based flow cytometry, Alexa488-MEK5 binding to MEKK3; actives lie on both sides; 0 = blocked by unlabeled MEK5, 100 = vehicle; binding response (% of control), % at 10 µM; hit rate 1.4% among 290,000; AID 1529;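 active means binding response more than 3 SD above or below the average of its plate-row segment, actives on both sides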;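 further: Alexa488 bead fluorescence after subtracting the streptavidin-only scavenger bead signal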
* hit, by the source's call; · = not tested or not shown. The list is partial (hit frequency here may not be typical).

SMILES	M18AAP inhibitor	UBC9 SUMO inh	MEKK2wt PB1 HTS	NALP1 yeast inh	IDE cell activ	IDE cell inh	MEKK2mut PB1 HTS	pCIP destab	MEKK3 PB1 HTS
CC(C)c1ccc(NC(=S)NN2CCOCC2)cc1	13	4	115	24	0	3	11	-6	101
CCOC(=O)c1cc2c(C)n(-c3ccc(OCC)cc3)c(C)c2ccc1=O	7	-8	98	12	-1	0	-4	-6	97
COc1ccc(-c2c(-c3ccc(OCC(=O)NN)cc3O)n[nH]c2C)cc1	4	-5	75	-5	-8	10	-8	-6	80
COc1ccc(-c2cc(C(=O)OCC(=O)NC(C)(C)C)c3ccccc3n2)cc1	9	11	86	-36	6	0	-3	-17	82
CC(=O)N1CCN(C(=O)COc2ccc(Br)cc2)CC1	0	-2	103	8	8	2	7	-10	103
CC(=O)Nc1ccc(S(=O)(=O)N2CCN(CC(O)COc3ccc4ccccc4c3)CC2)cc1 (stereo not given)	8	-12	99	2	-7	3	0	-5	95
COc1ccc(CCNCC(O)COc2cccc(Br)c2)cc1 (stereo not given)	-2	3	110	4	2	-2	3	1	101
Cc1ccn2c(NC3CCCC3)c(-c3ccsc3)nc2c1	4	19	111	10	6	-1	3	-7	107
C/C(=C1/SC(N2CCOCC2)=NC1=O)c1ccc(Cl)cc1	-2	7	85	-1	-3	3	-11	-4	86
COc1ccc(S(=O)(=O)Nc2ccc(S(=O)(=O)Nc3cc(C)nc(C)n3)cc2)cc1OC	2	0	98	21	-2	-1	-3	-1	98
CC1=CC(=O)C=C(C)C1=NOc1ccccc1[N+](=O)[O-]	0	-7	101	26	5	0	-2	0	98
CCOC(=O)C1=C(C)N(c2ccc(OCC)cc2)C(=O)/C1=C\c1ccco1	-3	12	83	7	-6	6	-11	7	89
CC(NC(=O)Nc1ccc(F)cc1F)c1ccc2c(c1)OCO2 (stereo not given)	0	-7	94	19	2	1	-6	-11	96
Cc1nc2c(C(=O)NCc3cccs3)cnn2c(C)c1Cc1ccccc1	2	6	93	17	·	3	-2	-7	101
COc1ccccc1C(=O)Nn1c(C)nc2ccccc2c1=O	-3	-7	104	7	-3	2	1	7	101

Grouped by structure, those above with a carbonyl joined to an NH by a bond outside any ring (6)
SMILES	M18AAP inhibitor	UBC9 SUMO inh	MEKK2wt PB1 HTS	NALP1 yeast inh	IDE cell activ	IDE cell inh	MEKK2mut PB1 HTS	pCIP destab	MEKK3 PB1 HTS
COc1ccc(-c2c(-c3ccc(OCC(=O)NN)cc3O)n[nH]c2C)cc1	4	-5	75	-5	-8	10	-8	-6	80
COc1ccc(-c2cc(C(=O)OCC(=O)NC(C)(C)C)c3ccccc3n2)cc1	9	11	86	-36	6	0	-3	-17	82
CC(=O)Nc1ccc(S(=O)(=O)N2CCN(CC(O)COc3ccc4ccccc4c3)CC2)cc1 (stereo not given)	8	-12	99	2	-7	3	0	-5	95
CC(NC(=O)Nc1ccc(F)cc1F)c1ccc2c(c1)OCO2 (stereo not given)	0	-7	94	19	2	1	-6	-11	96
Cc1nc2c(C(=O)NCc3cccs3)cnn2c(C)c1Cc1ccccc1	2	6	93	17	·	3	-2	-7	101
COc1ccccc1C(=O)Nn1c(C)nc2ccccc2c1=O	-3	-7	104	7	-3	2	1	7	101

Single records, from the list above. Values in the order: M18AAP inhibitor	UBC9 SUMO inh	MEKK2wt PB1 HTS	NALP1 yeast inh	IDE cell activ	IDE cell inh	MEKK2mut PB1 HTS	pCIP destab	MEKK3 PB1 HTS
COc1ccccc1C(=O)Nn1c(C)nc2ccccc2c1=O in the list: -3	-7	104	7	-3	2	1	7	101
C/C(=C1/SC(N2CCOCC2)=NC1=O)c1ccc(Cl)cc1 in the list: -2	7	85	-1	-3	3	-11	-4	86
COc1ccc(-c2c(-c3ccc(OCC(=O)NN)cc3O)n[nH]c2C)cc1 in the list: 4	-5	75	-5	-8	10	-8	-6	80
CC(=O)Nc1ccc(S(=O)(=O)N2CCN(CC(O)COc3ccc4ccccc4c3)CC2)cc1 (stereo not given) in the list: 8	-12	99	2	-7	3	0	-5	95

(more compounds)
SMILES	M18AAP inhibitor	UBC9 SUMO inh	MEKK2wt PB1 HTS	NALP1 yeast inh	IDE cell activ	IDE cell inh	MEKK2mut PB1 HTS	pCIP destab	MEKK3 PB1 HTS
C#CCCOC(=O)N1C2=NC(C(=O)OC)=C(C(=O)OC)[C@@H]3N(C)c4ccccc4[C@]23C[C@H]1CO	·	·	94	·	3	-4	-4	·	88
Cc1cc(NC(=O)CSc2nc3c(c(=O)n2-c2ccccc2)SC(C)C3)no1 (stereo not given)	6	-3	106	28	-7	1	7	0	107
O=C1C2C3C=CC(C4CC34)C2C(=O)N1/N=C/c1ccc(-c2ccc([N+](=O)[O-])cc2)o1 (stereo not given)	-11	25	83	24	-1	4	-5	-9	90
S=c1[nH]nc(COc2ccccc2)n1/N=C/C=C/c1ccccc1	4	4	110	17	3	3	3	-10	109
COc1ccccc1CNS(=O)(=O)c1c(C(=O)N2CCCCC2)c(C)n(C)c1C	-1	2	101	4	2	0	0	0	100
C/C(=N\NC(=O)C1CC1)c1ccccc1O	10	11	100	-6	5	-2	2	-16	103
Cc1ccccc1NC(=O)C(=O)NCCc1c[nH]c2ccccc12	-5	-2	96	8	-8	-4	2	-14	105
CC(C)(C)n1cnnc1Sc1ncccc1[N+](=O)[O-]	-2	13	104	·	4	-7	9	-12	107
CCOC(=O)c1cnn(-c2nc3c(C)cccc3s2)c1C(F)(F)F	-6	9	100	6	7	4	0	-12	103
Cc1ccc2nc(SCC(=O)N(CC(C)C)c3c(N)n(Cc4ccccc4)c(=O)[nH]c3=O)[nH]c2c1	0	2	96	14	-2	0	-9	-18	94
N#C/C(=C/c1cccc(O)c1)C(=O)NCc1ccc(Cl)cc1	16	8	94	23	-4	3	0	-8	104
CC(C)(C)CC(=O)N[C@@H](Cc1ccccc1)c1nc2ccccc2[nH]1	2	4	104	12	3	-4	0	-1	101
CCN(CC)CCCN1C(=O)c2oc3ccccc3c(=O)c2C1c1cccnc1 (stereo not given)	12	23	98	24	3	4	6	0	101
N#Cc1c(NC(=O)CCn2cnc3ccccc3c2=O)oc(-c2ccccc2)c1-c1ccccc1	-2	-19	113	-4	5	-2	13	-4	110
Cc1cccc(CS(=O)(=O)Cc2ccc(C(=O)NCCCN3CCCC3)o2)c1	0	2	117	2	0	0	5	6	96
Cc1ccccc1C(=O)N(Cc1cccs1)C1CCS(=O)(=O)C1 (stereo not given)	0	-23	98	14	3	-1	-2	6	99
COc1ccc(NC(=O)CSc2nnc(N)n2CC(=O)Nc2ccc(OC)cc2)cc1	4	21	85	-10	0	-5	-11	2	97
CCNC(=O)Cc1ccc(Br)cc1	-7	13	98	3	3	4	2	-1	103
Cc1cc(N2CCCc3ccccc32)n2ncnc2n1	-9	-6	102	20	8	4	4	5	99
O=C(CN1CCc2ccccc2C1)Nc1ccc(F)cc1F	-7	8	99	5	5	-9	-4	-7	98
COc1ccc(/C(O)=C2/C(=O)C(=O)N(c3ncccn3)C2c2ccc(OC)cc2)cc1 (stereo not given)	4	3	90	13	2	4	-6	0	100
Cc1cccc(-n2nc(C(=O)c3ccco3)cc(-c3nc4ccccc4[nH]3)c2=N)c1	3	9	107	40	-2	0	-1	-12	95
CCc1ccc(NC(=S)NC2CC3CCCC(C2)N3Cc2cccs2)cc1 (stereo not given)	-12	-4	131	8	-1	-7	14	-16	106
CCN(CC)CCCNC(=O)c1cc2nc(-c3ccccc3)cc(C(F)(F)F)n2n1	-5	5	112	14	-1	1	18	3	107
N#CC1=C2SCN(c3ccc(F)cc3)CN2C(=O)CC1c1cccc(F)c1 (stereo not given)	27	29	106	17	-10	9	6	-2	105
CCC(=O)Nc1ccc2nc(SCC(=O)N3CCOCC3)sc2c1	2	-2	113	16	-6	3	17	8	112
O=C(CN1C(=O)CC(c2ccccc2)Sc2ccccc21)NCC1CCCO1 (stereo not given)	14	2	91	1	2	1	-13	-2	97
COc1ccc(N2CCN(C(CNC(=O)C(=O)NCc3ccc4c(c3)OCO4)c3ccco3)CC2)cc1 (stereo not given)	-5	0	99	-14	-3	6	-4	2	103
CCN1CCN(S(=O)(=O)c2cccs2)CC1	4	-10	108	-34	1	4	7	-4	115
O=C(OCc1ccc(COC(=O)c2ccc(O)cc2)cc1)c1ccc(O)cc1	-3	-19	105	20	2	1	2	2	100
CCOc1cccc(CNCc2ccncc2)c1	-13	3	105	3	2	·	8	1	106
CC(=O)c1ccc(N2C(=O)[C@@H]3C(C(=O)CCN4C(=O)c5ccccc5C4=O)=NN[C@@H]3C2=O)cc1	6	3	101	18	2	0	2	-2	98
COc1ccc(COc2ccsc2C(=O)Nc2ccc(Cl)cc2)cc1	-4	1	101	39	5	4	2	3	107
CCOP(=O)(OCC)C(NC(=O)Nc1ccccc1)c1ccccc1 (stereo not given)	-3	20	103	35	5	4	2	-6	99
N=c1c(C(=O)NC2CCCC2)cc2c(=O)n3ccccc3nc2n1Cc1ccccc1	1	28	97	18	1	2	-3	-8	100
Cc1ccc(/C=C2/Sc3ccccc3N(CC(=O)NCC3CCCO3)C2=O)cc1 (stereo not given)	3	4	101	7	4	4	0	-1	102
Cc1nn(C)c(C)c1/C=C1/SC(=S)NC1=O	-9	9	·	19	3	2	·	7	·
Cc1cccc2cc(CN(Cc3ccc4c(c3)OCO4)Cc3nnnn3C3CCCC3)c(=O)[nH]c12	-17	-13	91	10	2	6	1	8	98
COc1ccc(OC)c(Cc2nnc(CCC(=O)N3CCCCC3)o2)c1	-2	3	98	14	2	7	-3	0	104
CCOCCCNC(=O)C1(O)c2ccccc2NC(=O)N1c1ccc(C)c(C)c1 (stereo not given)	-5	17	109	15	1	-2	10	-11	112
Cn1c(NC(=O)/C=C\c2ccccc2)cc(=O)n(C)c1=O	3	0	99	3	0	4	-2	11	103
C[C@H](NC(=O)OC(C)(C)C)C(=O)N/N=C/c1ccc2nccnc2c1	-7	23	90	14	·	0	-6	-11	90
CC1CC(C)(C)N(C(=O)CN2C(=O)c3ccccc3C2=O)c2ccccc21 (stereo not given)	-1	-2	90	-45	-4	1	-3	-3	98
CCOc1c(O)ccc(C2NC(=O)N(C)C(C)=C2C(=O)OC)c1[N+](=O)[O-] (stereo not given)	10	8	101	12	-3	9	3	-15	101
Cc1ccccc1NS(=O)(=O)c1ccc(C(=O)OCC(=O)NCC(C)C)cc1	-6	-6	99	4	6	-1	-5	-10	100
CC(=O)c1c(C)oc2ccc(N(C(=O)c3ccncc3)S(=O)(=O)c3ccccc3)cc12	-25	-4	98	-11	3	0	-3	-10	102
CN(C)S(=O)(=O)c1ccc(Cl)c(NC(=O)COC(=O)CN2C(=O)NC(C)(C)C2=O)c1	2	12	96	27	6	3	-2	-15	96
